PfHsp40 rescue: rescue of yeast from PfHsp40 toxicity, primary screen, S. cerevisiae, ATP luminescence; S. cerevisiae expressing PfHsp40, growth rescue; growth rescue, % at 12.5 µM; 340,000 compounds, 0.68% hits; in the data active = growth rescue above about 28%, passing the limit was not always enough; inconclusive = no clear call, values can overlap the other calls;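 note: yeast W303a lacking pdr1 and pdr3 grown in galactose medium; growth measured after three days at 30 °C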
Yp Topo-I inh: Yersinia pestis topoisomerase I inhibitors, primary screen, biochemical, cleavage product accumulation, plate reader, single point; DNA topoisomerase I (Yersinia pestis CO92); 360,000 compounds, 0.064% hits; activity, % at 10 µM; AID 504884, 2011; Y. pestis Topo-I cleavage product accumulation; in the data active = activity above about 50%, passing the limit was not always enough; inconclusive = no clear call, values can overlap the other calls; note: inactives centre near 2
Vc quorum ag: inducers of Vibrio cholerae quorum light production without autoinducers, primary screen, BH1578 luxS cqsA deficient, single point | AID 588436, 2011 | V. cholerae BH1578 lux reporter, luminescence, 6 h | activation, % at 18.7 µM | 350,000 compounds, 0.16% hits; in the data active = activation mostly above about 9.7%, no sharp cut-off; inconclusive = no clear call, values can overlap the other calls; inactive = mostly below about 3.7%; note: not every result past the cut was called active; inactives centre near 0; reference of the scale not given here
TcdB inh: TcdB glycohydrolase inhibitors, primary screen, biochemical, single point, plate reader. AID 652162, 2013. Toxin B (Clostridioides difficile), P18177. 350,000 compounds, 0.24% hits. inhibition, % at 9.99 µM. TcdB glycohydrolase enzymatic assay; in the data active = inhibition above about 10%
Mtb FBA inh: Mtb FBA enzyme inhibitors, primary screen, biochemical, fluorescence, strain H37Rv; purified M. tuberculosis FBA, fluorescence read-out; AID 588726, 2011; Fructose-bisphosphate aldolase (Mycobacterium tuberculosis (strain ATCC 25618 / H37Rv)), …; 360,000 compounds, 2.3% hits; inhibition, % at 1 µM; in the data active = inhibition above about 27%;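 note: 0% = vehicle and 100% = reference inhibitor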
Target sequence (P9WQA3 whole entry, looked up): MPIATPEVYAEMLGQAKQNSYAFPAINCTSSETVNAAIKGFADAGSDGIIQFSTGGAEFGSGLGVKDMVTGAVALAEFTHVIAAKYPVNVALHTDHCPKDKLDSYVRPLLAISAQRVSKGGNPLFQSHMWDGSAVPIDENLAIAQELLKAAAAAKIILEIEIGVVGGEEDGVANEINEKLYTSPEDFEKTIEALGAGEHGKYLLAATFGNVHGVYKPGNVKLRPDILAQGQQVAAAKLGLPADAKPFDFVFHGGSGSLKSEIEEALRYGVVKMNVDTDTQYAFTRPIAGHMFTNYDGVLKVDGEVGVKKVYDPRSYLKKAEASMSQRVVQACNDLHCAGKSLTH
Mtb BioA inh: M. tuberculosis BioA enzyme inhibitors, primary screen, biochemical, plate reader, single point, HTS. AID 602481, 2012. inhibition, % at 9.99 µM. purified M. tuberculosis BioA enzyme. 7,8-diaminopelargonic acid synthase BioA (Mycobacterium tuberculosis). 360,000 compounds, 0.096% hits; in the data active = inhibition above about 40%; inconclusive = no clear call, values can overlap the other calls
GDH-TPI counter: GDH-TPI coupling enzyme inhibitors, primary screen, artefact control for M. tuberculosis FBA inhibitor project, biochemical, absorbance, full deck; 360,000 compounds, 1.2% hits; inhibition, % at 4.8 µM; GDH-TPI coupled enzyme counterscreen, NADH absorbance; AID 588335, 2011; in the data active = inhibition above about 30%;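 note: 0% = DMSO wells and 100% = wells lacking the enzyme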
UGM FP inh: M. tuberculosis UGM enzyme inhibitors, primary screen, biochemical, fluorescence polarization, single point; UDP-galactopyranose mutase (Mycobacterium tuberculosis (strain ATCC 25618 / H37Rv)), …; purified UGM, fluorescence polarization probe displacement; inhibition, % at 10 µM; 320,000 compounds, 0.06% hits; in the data active = inhibition above about 10%, passing the limit was not always enough; inconclusive = no clear call, values can overlap the other calls
Target sequence (P9WIQ1 whole entry, looked up): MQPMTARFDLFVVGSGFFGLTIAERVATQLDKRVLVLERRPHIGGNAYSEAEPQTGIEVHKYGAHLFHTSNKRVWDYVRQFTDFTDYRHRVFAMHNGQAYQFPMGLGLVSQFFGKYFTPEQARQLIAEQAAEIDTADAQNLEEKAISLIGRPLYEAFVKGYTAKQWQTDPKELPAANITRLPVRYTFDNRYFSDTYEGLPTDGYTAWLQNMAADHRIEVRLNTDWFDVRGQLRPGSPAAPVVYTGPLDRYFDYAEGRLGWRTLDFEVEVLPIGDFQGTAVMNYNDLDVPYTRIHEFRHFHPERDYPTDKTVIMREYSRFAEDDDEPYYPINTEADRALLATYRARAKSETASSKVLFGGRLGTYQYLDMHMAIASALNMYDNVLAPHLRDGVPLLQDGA
FadD28 FP inh: inhibitors of FadD28 bisubstrate probe binding, primary screen, biochemical, fluorescence polarization, single point. AID 588549, 2011. inhibition, % at 12.5 µM. 360,000 compounds, 0.22% hits; in the data active = inhibition above about 8.5%, passing the limit was not always enough; inconclusive = no clear call, values can overlap the other calls
* = called active by the depositor; i = inactive; ? = inconclusive; . = no result given. No enrichment for hits. Share with any hit: about 4.6%.

SMILES	PfHsp40 rescue	Yp Topo-I inh	Vc quorum ag	TcdB inh	Mtb FBA inh	Mtb BioA inh	GDH-TPI counter	UGM FP inh	FadD28 FP inh
O=c1c2cc(Cl)ccc2[nH]c(=S)n1Cc1cccs1	0.0	7	-0.6	.	-1	0.1	10	-2.9	-2.2
Cc1cc(OCc2cc(C(=O)NCCN3CCCCC3CO)no2)cc(C)c1Cl (stereo unspecified)	-0.6	6	i	1.2	-3	0.0	3	-1.0	-3.7
Cc1cc(C)c(C#N)c(Oc2ccccc2)n1	0.3	2	-0.6	.	0	-2.5	2	2.5	-1.3
CCC(C)NC(=O)CNC(=O)c1nn(-c2ccc(OC)cc2)c(=O)c2ccccc12 (stereo unspecified)	-0.7	3	i	0.5	-1	0.2	-6	-0.8	-3.5
CC(c1nc2ccccc2c(=O)[nH]1)N1CCN(S(=O)(=O)c2ccc(F)c(Cl)c2)CC1 (stereo unspecified)	.	-3	-0.5	0.5	-1	0.8	8	.	-3.6
CCN(CC)S(=O)(=O)c1ccc2oc(Nc3ccccc3)nc2c1	-0.3	-8	-0.5	1.5	-7	0.1	-3	2.3	0.3
Cc1cccc(N2C(=O)/C(=C/N3CCN(C(=O)c4ccco4)CC3)C(=O)NC2=S)c1	0.9	-15	0.2	.	0	-4.3	1	-1.4	-0.6
CC(C)(C)S(=O)N1Cc2cc(=O)n(Cc3ccccc3)cc2[C@H]1CCO (stereo partly specified)	-0.4	1	2.0	0.7	3	0.6	8	.	-0.3
O=C(CCN1CCOCC1)NNC(=O)c1ccc([N+](=O)[O-])cc1[N+](=O)[O-]	-0.3	-1	i	-0.2	-1	0.2	1	-0.3	-3.7
Oc1c(C=C2N=c3ccccc3=N2)sc(=S)n1C1CCCC1	3.4	-16	-1.6	.	-3	0.2	-1	0.6	-4.1
O=C(CN1C(=O)CCC1=O)NNc1ccc2ccccc2c1	0.2	3	-0.9	82*	2	0.3	-9	-0.3	-4.9
COc1ccc(CSc2ncnc3sccc23)cc1F	4.4	21	-2.4	0.0	-1	3.9	-4	-0.6	-9.2
O=C(OCc1nc2ccccc2s1)c1cccc(S(=O)(=O)N2CCOCC2)c1	1.3	23	.	.	1	0.3	-3	0.4	-0.2
NC(=O)c1ccc(SCC(=O)OCC(=O)NCc2cccs2)c([N+](=O)[O-])c1	-1.1	-6	i	-0.3	-1	7.0	-2	-0.2	-4.4
O=C(Nc1c(C(=O)N2CCOCC2)cnn1-c1ccccc1)c1ccccc1	0.0	1	1.0	.	0	-1.8	-15	4.3	-0.4
CC(C)CNS(=O)(=O)c1ccc(OCC(=O)Nc2ccc3c(c2)OCO3)c(Cl)c1	-1.2	19	0.2	.	-1	-0.4	9	2.0	-5.3
CCCCOc1ccc(C(=O)NCC(=O)N(C)Cc2nc3ccccc3c(=O)[nH]2)cc1	2.8	22	-13	0.7	-1	-0.6	6	3.3	-0.1
CCn1c(CNc2cccc(C(F)(F)F)c2)n[nH]c1=S	-0.9	-7	i	1.1	0	.	-5	-0.2	-0.9
O=C(Nc1ccc(N2CCOCC2)cc1)c1ccc(-c2ccccc2[N+](=O)[O-])o1	?	-2	8.3	.	-1	1.2	9	-0.8	4.0
O=S1(=O)C=C[C@H](COCc2ccccc2)N1	.	.	.	-1.9	0	-1.8	.	.	-2.8
O=C1C(Cl)=C(NCCN2CCCCC2)C(=O)c2ccccc21	-0.4	-21	-0.3	.	-11	.	12	1.7	-2.3
Cc1cc(/C=C(\C#N)C(N)=O)c(C)n1-c1ccc(N2CCOCC2)c([N+](=O)[O-])c1	1.5	-8	-0.5	.	-2	-0.9	38*	3.3	-2.1
CC(C)c1ccc(OCC(=O)NNC(=S)NC(=O)c2ccco2)c(Br)c1	1.8	-6	.	1.8	0	-0.6	2	-0.4	0.1
O=C(CSc1ccc(Cl)cc1)NC1CCCc2ccccc21 (stereo unspecified)	0.2	28	-3.8	-0.3	-3	-0.4	10	0.0	-2.5
Cc1cc(/C=N\NC(=O)COc2cccc3cccnc23)c(C)n1-c1ccccc1	1.2	39	.	1.2	1	.	2	-5.9	-2.5
NC(=S)c1cc2cc(Br)ccc2oc1=O	-0.1	-4	i	-0.5	-1	.	5	-0.8	0.4
COc1cccc(OC)c1OCCCOc1ccc(C)cc1Br	3.2	39	-0.3	.	.	0.0	.	0.1	1.1
COCCNC(=O)c1cc2c(c(-c3cccc(C#Cc4ccc(OC)c(OC)c4)c3)n1)[C@H](CCO)N(S(=O)C(C)(C)C)C2 (stereo partly specified)	.	.	.	0.6	-3	-1.5	.	.	-6.4
COc1ccc(CN(C#N)c2nc(SC)nc(N(C)C)n2)cc1	0.7	39	-0.5	.	0	.	3	1.1	-1.7
COc1ccc(NC(=O)Cn2ccc3c(OC)cccc3c2=O)cc1	0.0	-2	0.0	0.2	6	.	6	1.4	-3.4
CCC(=O)Nc1ccccc1C(=O)OCC(=O)c1ccc2ccccc2c1	-0.9	-3	2.4	.	-3	-0.4	3	-1.9	-3.6
Cc1cc(C)c(C#N)c(Oc2ccccc2Br)n1	0.2	-13	-0.5	0.4	-3	.	6	-1.3	-5.7
Cc1ccc(N2CCN(C(=O)c3cc(COc4c(C)cccc4C)on3)CC2)c(C)c1	-0.2	28	-0.1	0.7	-2	-0.3	2	0.1	.
COc1ccc(NC(=O)Cn2c(C)cc(=O)c3cccc(OC)c32)cc1	-0.4	1	3.0	.	5	1.2	8	0.6	-1.8
O=C(Nc1nc2ccc(S(=O)(=O)N3CCCC3)cc2s1)c1cccs1	0.0	0	i	.	19	-0.3	30	0.8	-0.2
O=C(NCc1cccc(Br)c1)C1CC(c2ccccc2C(F)(F)F)=NO1 (stereo unspecified)	3.6	-4	-1.0	.	0	-1.2	6	1.0	-1.7
COC(=O)[C@H]1C[C@H](OC(=O)NC2CC2)[C@@]2(O)CN(S(=O)(=O)c3ccc(C)cc3)CC2[C@H]1C(=O)OC (stereo partly specified)	.	4	-0.3	2.0	-1	.	-1	.	-1.1
COc1ccc(-c2cc(=O)oc3cc(OCC(=O)Nc4ccccn4)ccc23)cc1	-0.7	-4	-0.9	3.6	-5	-2.3	3	-1.5	-2.9
Cc1cccc(C(=O)OCC(=O)c2c(C)[nH]c3ccccc23)c1O	-0.4	-9	0.6	1.1	1	-0.5	5	1.1	-1.0
COc1ccc(S(=O)(=O)N(CC(=O)NCc2ccncc2)Cc2ccccc2)cc1	0.3	9	-0.6	0.3	-1	-0.2	1	-0.1	-2.1
O=S(=O)(c1ccc2c(c1)OCCO2)N1CCN(Cc2ccccc2)CC1	1.0	-2	-17	.	3	-1.5	-2	1.5	0.5
O=C(c1c(F)cccc1F)N1CCC(n2nnc3cc(C(F)(F)F)ccc32)CC1	-0.7	1	i	0.1	-1	.	3	-2.2	-1.5
CCc1ccc(C(=O)Nc2ccc(S(=O)(=O)Nc3nc(C)cc(C)n3)cc2)o1	-0.2	-8	i	.	1	-2.0	11	0.4	-1.7
COc1ccccc1C(=O)NNC1=NS(=O)(=O)c2ccccc21	-0.3	13	i	0.3	-2	1.4	12	1.4	1.1
O=C(CC[C@H]1O[C@@H](n2ccc(=O)[nH]c2=O)[C@H](O)[C@@H]1O)N[C@@H](Cc1ccccc1)C(=O)NCC1CCCCC1	.	.	.	0.4	0	-2.2	.	.	-3.0
O=C(Nc1cc2c(cc1Cl)OCCCO2)c1ccc(F)cc1	1.1	-3	i	.	2	.	0	2.6	-2.8
O=C(Oc1cccc([N+](=O)[O-])c1)c1ccc2c(=O)n3c(nc2c1)CCC3	0.8	-2	0.9	-5.5	-2	-2.1	3	-1.1	-9.0
O=C(c1cccc(F)c1)N1CCc2ccccc21	2.9	6	-0.5	-0.2	2	0.8	-7	2.5	-2.2
CC1=C(C)CS(=O)N(c2ccc(S(N)(=O)=O)cc2)C1 (stereo unspecified)	1.0	2	15	.	5	-1.7	-6	-2.7	-0.7
Cc1cccc(NC(=O)C2CCN(S(=O)(=O)c3ccc4ccccc4c3)CC2)n1	0.4	20	-0.3	-0.1	0	-1.2	-10	-1.9	-1.0
CCC(=O)Nc1ccc(N2CCCCC2)cc1	-1.2	5	-1.1	.	1	0.4	8	3.0	-2.1
CCOC(=O)c1nnn(-c2nonc2N)c1-c1ccc(OCC)cc1	0.1	-10	4.2	.	1	-0.9	11	2.6	-2.2
Cc1ccc2nc(-c3cccnc3)cc(C(=O)Nc3ccc(F)cc3C)c2c1	-0.5	-1	2.8	-0.1	1	.	3	0.3	-1.3
CC(Oc1cc2oc(=O)c3c(c2cc1Cl)CCC3)C(=O)NC1CC(C)(C)NC(C)(C)C1 (stereo unspecified)	1.1	-9	-0.1	0.6	5	0.7	16	-1.7	-4.2
CC(C)c1ccc(NC(=O)COc2ccc(C3SCCS3)cc2)cc1	0.4	16	i	0.4	1	.	-12	-0.6	-2.9
COc1cc2c(cc1OC)C1=C(C#N)CCC(=NC(=O)c3ccco3)N1CC2	0.2	3	-0.3	0.8	2	1.1	11	0.6	-3.6

Arranged by molecular weight (falling): part of the list above.
SMILES	PfHsp40 rescue	Yp Topo-I inh	Vc quorum ag	TcdB inh	Mtb FBA inh	Mtb BioA inh	GDH-TPI counter	UGM FP inh	FadD28 FP inh
Cc1cccc(NC(=O)C2CCN(S(=O)(=O)c3ccc4ccccc4c3)CC2)n1	0.4	20	-0.3	-0.1	0	-1.2	-10	-1.9	-1.0
CCc1ccc(C(=O)Nc2ccc(S(=O)(=O)Nc3nc(C)cc(C)n3)cc2)o1	-0.2	-8	i	.	1	-2.0	11	0.4	-1.7
Cc1ccc2nc(-c3cccnc3)cc(C(=O)Nc3ccc(F)cc3C)c2c1	-0.5	-1	2.8	-0.1	1	.	3	0.3	-1.3
CCOC(=O)c1nnn(-c2nonc2N)c1-c1ccc(OCC)cc1	0.1	-10	4.2	.	1	-0.9	11	2.6	-2.2
O=C(Nc1cc2c(cc1Cl)OCCCO2)c1ccc(F)cc1	1.1	-3	i	.	2	.	0	2.6	-2.8
CC1=C(C)CS(=O)N(c2ccc(S(N)(=O)=O)cc2)C1 (stereo unspecified)	1.0	2	15	.	5	-1.7	-6	-2.7	-0.7
